# Screening data as filed in PubChem.
# ARNT TACC3 PPI = disruptors of human ARNT/TACC3 interaction | Q9Y6A5 | AlphaScreen His-ARNT PAS-B/GST-TACC3 binding, luminescence; TACC3 fragment carries E629A point mutation | inhibition, % at 9.99 µM | 390,000 tested, 0.66% active | AID 623870;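 active = mean inhibition of replicates at least 50% and at least half of replicates each reaching 50%; inconclusive = half or more replicates reach 50% but mean below 50%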;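 note: 0% = complete ARNT plus TACC3 wells and 100% = ARNT alone without TACC3; many hits fall short of the cut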
# GSIS activator = primary screen for activators of insulin secretion dependent on glucose, INS-1E cells, GLuc reporter luminescence. INS-1E GLuc reporter insulin secretion, 2-3 h. activation, % at 16.6 µM. 370,000 tested, 0.61% active;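 active = lowest replicate activation of at least 40%, so every replicate reaches that level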;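 note: 0% = median of neutral control wells and 100% = median of IBMX positive control wells; some compounds called inactive have numbers as strong as hits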
# PAX8 inh HTS = inhibitors of PAX8 transcriptional activity in RMG-I cells | RMG-I TPO-luciferase reporter, SteadyGlo, 24 h | inhibition, % at 12.6 µM | 360,000 tested, 1.2% active | AID 652154;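 active = mean replicate inhibition at least 60% with every replicate also reaching 60%; inconclusive = only one of the two criteria is met; inactive = mean below 60% and not all replicates reaching 60%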;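 note: luciferase light reporting Pax8 driven TPO promoter activity; plate controls were median of neutral control wells for no effect and mitoxantrone controls for full effect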
# Statin myotox sup = protects C2C12 myotubes from simvastatin toxicity. rescue of ATP level, % at 7.49 µM. 330,000 tested, 0.78% active. ATP luminescence, 48 h; scaled: DMSO 0, geranylgeraniol control 100;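 active = mean ATP rescue above about 67%, or every replicate alone reaching that limit, limit read from the data, passing the limit was not always enough; inconclusive = no clear call, values can overlap the other calls; inactive = mean under the limit and some replicate under it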;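 note: myotubes were challenged with 10 µM simvastatin during compound exposure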
# PglD DTNB = inhibitors of Campylobacter jejuni PglD acetyltransferase; 360,000 tested, 0.098% active; purified PglD enzyme, DTNB colorimetric CoA detection; inhibition, % at 12.5 µM; in the data active = inhibition above about 16%, passing the limit was not always enough; inconclusive = no clear call, values can overlap the other calls; note: strong numbers were not always called active
# LGR2 antag = blocks bursicon-induced cAMP signaling via Drosophila LGR2; inhibition, % at 9.99 µM; 380,000 tested, 0.35% active; HEK293 LGR2, CRE-luciferase, bursicon-stimulated, 4 h; AID 720647;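 active = drop in luminescence signal, shown as inhibition above about 50% in the replicate tests, limit read from the data, passing the limit was not always enough; inconclusive = probably only some replicates passing the limit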;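 note: agonist challenge used bursicon conditioned medium at about half maximal strength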
# Cneo AK release = causes C. neoformans cell lysis | lysis activity, % at 15 µM | adenylate kinase release luminescence, 4 h; normalised: neutral wells 0, clomiphene wells 100 | AID 651654 | 360,000 tested, 0.2% active;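 active = mean lysis activity across replicates of at least 80%, whatever share of replicates individually reach that level; inactive = mean lysis activity below 80%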
#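 Assay system: log-phase C. neoformans yeast / Quantity: yeast cell density of 5 × 10^6 cells/mL / Medium: fresh YPD growth medium / Compound: single dose / Timing: static 4 h at 37 °C with compound, 1 h detection / Measured by: adenylate kinase release luminescence / Read-out: lysis from increased AK signal / Benchmarks: Clomiphene as positive lysis control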
# PGC1a acetyl inh = modulators of PGC1a acetylation | 350,000 tested, 0.17% active | inhibition, % at 15.6 µM | AID 651687 | U2OS PGC1a acetylation, AlphaScreen anti-acetyl-lysine; with virally co-expressed GCN5 acetyltransferase;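 active = every replicate shows inhibition of at least 40%; inconclusive = mean inhibition at least 40% but some replicate below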;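 note: 0% = neutral control wells and 100% = positive control wells; some results beyond the cut were filed as inactive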
# * hit, by the source's call; ? = inconclusive; nt = not tested or not shown; & = joins results of further samples. Random draw from the library; about 2.9% have a hit in one of these screens.
SMILES,ARNT TACC3 PPI,GSIS activator,PAX8 inh HTS,Statin myotox sup,PglD DTNB,LGR2 antag,Cneo AK release,PGC1a acetyl inh
C#CCOCCOCCOCCNc1nc(N2CCN(C(=O)[C@H](CCCCN)n3cc([C@@H](N)[C@H](C)CC)nn3)CC2)nc(N2CCN(C(=O)[C@H](CCC(=O)O)n3cc([C@@H](N)CCSC)nn3)CC2)n1,4,10,0,9,0,-10,11,2
COc1ccc(N2CCN(C(=O)c3cccc(S(=O)(=O)N4CCCc5ccccc54)c3)CC2)cc1,-15,5,11,4,-4,13,2,3
CCC(=O)N1CCc2cc(S(=O)(=O)N3CCCCCC3)ccc21,0,5,-18,1,0,-8,1,5
COc1ccc(OCCCC(=O)NNC(=O)CCN2CCN(c3ccccc3)CC2)cc1,-1,-1,1,nt,-1,-18,4,-1
COc1ccc(-c2cc(C)no2)cc1S(=O)(=O)Nc1ccccc1,-5,20,-18,-16,4,13,-5,-22
C[C@H]1CCCCO[C@H](CN(C)C(=O)NC2CCCCC2)[C@@H](C)CN([C@@H](C)CO)C(=O)c2cc(NC(=O)c3ccccc3)ccc2O1,-2,-32,2,nt,-6,19,-14,5
COC(CNC(=O)CC1C(=O)N(Cc2ccccc2)C(C)c2nc3ccccc3n21)OC (stereo not drawn),-4,0,4,5,-2,18,0,nt
CC(C)NC(=O)N(C)C[C@@H]1Oc2cc(C3=CCCC3)ccc2S(=O)(=O)N([C@H](C)CO)C[C@@H]1C,9,-3,nt,14,7,6,-1,-2
O=C(CNC(=S)NC(=O)c1ccccc1)c1ccccc1,3,32,-85,nt,nt,9,nt,nt
C/C=C/c1ccc2c(c1)O[C@@H](CN(C)C(=O)Nc1ccc(C(F)(F)F)cc1)[C@@H](C)CN([C@H](C)CO)S2(=O)=O,4,-14,nt,25,4,11,-2,-3
CC1CC(C)CN(C(=O)CCNS(=O)(=O)c2cccs2)C1 (stereo not drawn),-2,-11,33,nt,2,-6,-4,-9
CCOC(=O)c1sc2nc(N3CCOCC3)c3c(c2c1N)CCCC3,-91,nt,nt,-9,-3,nt,3,4
Cc1[nH]c2ccccc2c1CCN(Cc1cccnc1)C(=S)Nc1ccc(F)cc1,4,-12,-1,-24,-2,30,1,3
CN1c2ccc(-c3ccccc3)cc2[C@@H]2[C@@H](CCN2C(=O)CN2CCOCC2)[C@H]1CO,6,-1,-62,13,-2,-6,-6,-13
CCCCNC(=O)C1CCCN1C(=O)NC1CCCCC1 (stereo not drawn),-5,nt,3,4,2,nt,2,-3
COCCCN1C(=O)C(=O)/C(=C(/O)c2ccc(OC)cc2)C12C(=O)N(C)c1ccccc12 (stereo not drawn),nt,12,-5,10,6,16,-1,2
Cc1nc2ccc(C(=O)N3CCN(C(=O)c4ccco4)CC3)cn2c1N(C)C(=O)CCc1ccccc1,nt,4,0,5,10,13,0,nt
C[C@@H]1CN([C@H](C)CO)C(=O)c2c(c3ccccc3n2C)-c2ccccc2CO[C@H]1CN(C)C(=O)[C@H](C)c1ccccc1,nt,-19,-9,nt,nt,-3,nt,-10
Cn1nc(N)c2ncc(-c3ccc(Cl)cc3)nc21,nt,nt,-183,0,-2,-82,1,-7
CCOCCCN(Cc1ccco1)S(=O)(=O)c1csc(C(N)=O)c1,1,19,9,3,nt,5,nt,3
CCOC(=O)N1CCN(CC(=O)Nc2c(C(=O)OC)[nH]c3cc(C)ccc23)CC1,-4,nt,28,-13,2,nt,0,-7
CCOC(=O)c1cnn(-c2ncnc3sc(CC)cc23)c1N,-4,nt,nt,-13,3,nt,-2,9
Cc1ccc(S(=O)(=O)Nc2ccc3c(c2)C(=O)N([C@@H](C)CO)C[C@@H](C)[C@H](CN(C)C(=O)NC(C)C)O3)cc1,-4,11,-12,-1,2,-10,0,-2
O=C(CC1COc2ccccc2O1)NCc1ccccc1 (stereo not drawn),-5,-16,nt,-2,-1,-12,0,-4
C[C@@H]1CN([C@H](C)CO)C(=O)CCCn2nncc2CO[C@@H]1CN(C)C(=O)OCc1ccccc1,-2&2,7&-2,2&5,14&0&6,1&-2&0,-6&20,-4&-2&8,-17&7&-6
COc1ccc(S(=O)(=O)Nc2ccc3c(c2)CC(=O)N([C@H](C)CO)C[C@@H](C)[C@H](CN(C)S(=O)(=O)c2ccc(C)cc2)O3)cc1,-7,0,-9,39,1,-1,2,5
COc1ccc(Nc2cc(C)nc3ccccc23)cc1,7,42*,nt,-17,-6,-1,3,-7
Cc1ccc(C)c(S(=O)(=O)N2CCCC2CNC(=O)C(=O)NCCc2ccco2)c1 (stereo not drawn),-5,-23,17,-8,nt,12,nt,3
Cc1cc(C)c(NC(=O)CC(=O)c2ccccc2)c(Cl)c1,-2,-19,-21,-10,4,-15,-3,-22
NC(=O)CSc1nnnn1CC(CC(=O)O)c1ccccc1 (stereo not drawn),-4,nt,17,5,-1,nt,-1,4
CCCSc1nnc(NC(=O)c2ccco2)s1,-1,8,-66,nt,nt,-16,nt,2
O=Cc1cn(CCC(=O)O)nc1-c1cccc2ccccc12,-8,0,-5,nt,nt,1,nt,-3
CCCCCN(C(=O)CCC(=O)OC(C)C(=O)NC1CCCCC1)c1c(N)n(CCCC)c(=O)[nH]c1=O (stereo not drawn),-1,-13,2,-12,0,-2,1,nt
Cn1cc(C(=O)NC2CCCCCCC2)c(=O)c2cc(S(=O)(=O)N3CCCC3)ccc21,-5,nt,-6,nt,0,nt,-2,nt
CC(C)(CNS(=O)(=O)c1ccc(Cl)cc1)N1CCCCC1,-15,-20,nt,5,0,28,-1,-10
Cc1cc(-c2nc3ccccc3[nH]2)ccc1N,0,-1,-164,-18,0,-62,-6,-3
CCOC(=O)c1c(C)n(C)c2ccc(OC)c(NC(=O)CN3CCCCC3)c12,2,nt,nt,7,2,nt,0,-3
O=C(NCC[C@H]1CC[C@H](NS(=O)(=O)c2cccc(F)c2)[C@H](CO)O1)C1CCOCC1,-4,6,nt,-1,1,11,4,8
CCNC(=O)[C@@H]1[C@@H](CO)[C@@H]2Cn3c(ccc(-c4ccc(F)cc4)c3=O)[C@@H]2N1Cc1cc(F)ccc1F,-12,-11,nt,-1,-2,7,43,nt
O=C(CCCN=C1NS(=O)(=O)c2ccccc21)OCC(=O)c1ccc(Br)cc1,1,-5,17,7,4,6,0,0
C[C@@H]1CCCCO[C@H](CN(C)S(=O)(=O)c2cccs2)[C@H](C)CN([C@@H](C)CO)C(=O)c2cc(NS(=O)(=O)c3cccs3)ccc2O1,20,-5,9,nt,3,-8,-1,-18
O=C(N/N=C/c1ccccc1Cl)c1ccncc1,-2,9,-12,-2,-11,-8,1,11
Cc1cc(NC(=O)c2ccc3c(c2)OCO3)no1,-4,3,nt,nt,nt,3,nt,3
Cc1ccccc1NC(=O)COC(=O)c1ccc(C)c(S(=O)(=O)N2CCCCC2)c1,nt,-15,14,-3,3,0,-1,nt
C[C@@H]1CN([C@H](C)CO)C(=O)c2cc(NC(=O)Cc3cn(C)c4ccccc34)ccc2O[C@H]1CN(C)S(=O)(=O)c1ccc(Cl)cc1,-4,15,-26,33,5,0,-1,-5
Cc1cc(F)ccc1Oc1cc(NN2CCCCC2)c([N+](=O)[O-])cc1[N+](=O)[O-],19,1,-3,-4,-4,6,0,1
CCCCN(C(=O)C1CSC2(C)CCC(=O)N12)c1c(N)n(Cc2ccccc2)c(=O)[nH]c1=O (stereo not drawn),0,-10,-3,-2,3,0,-1,-2
CCN1CCN(c2oc(-c3ccc([N+](=O)[O-])cc3)nc2C#N)CC1,nt,nt,15,nt,-3,-3,14,14
O=C(Nc1ccccc1C(=O)O)c1cc(S(=O)(=O)N2CCOCC2)c(Br)s1,nt,9,12,nt,-2,-5,9,-5
COc1ccc(NC2CCCN(C(=O)C3(C)CCCCC3)C2)cc1OC (stereo not drawn),1,-8,-7,-1,4,-7,7,5

# Further compounds.
SMILES,ARNT TACC3 PPI,GSIS activator,PAX8 inh HTS,Statin myotox sup,PglD DTNB,LGR2 antag,Cneo AK release,PGC1a acetyl inh
Cc1noc(C)c1NC(=O)NCC[C@@H]1CC[C@@H](NC(=O)c2ccncc2)[C@@H](CO)O1,-15,-1,-3,-5,-48,-3,0,0
CCN1CCN(C(=S)Nc2ccc(Cl)c(Cl)c2)CC1,-1,-27,8,-25,0,-2,0,3
C[C@@H]1CN([C@@H](C)CO)C(=O)c2cc(C3=CCCCC3)cnc2O[C@H]1CN(C)C(=O)c1ccc(F)cc1,-2,-17,nt,1,-2,-24,3,0
CCNC(=O)COC(=O)c1sccc1C,0,16,-8,-2,1,-5,-1,4
CN(CC(=O)Nc1cccc(F)c1)C(=O)c1sccc1-c1ccccc1,-12,-16,9,11,-4,-19,-3,-2
Cc1cc(C(=O)NCCc2ccccc2)c2cc(F)ccc2n1,-11,9,14,nt,nt,21,nt,nt
Cc1noc(C)c1C(=O)N(C)C[C@@H]1OCc2ccccc2-c2c(n(C)c3ccccc23)C(=O)N([C@H](C)CO)C[C@H]1C,nt,-13&7,-13,21,-1,-1,-1,10
COc1ccccc1NC(=O)Cn1c(=O)c(N(C)C)c(N)n(C)c1=O,-2,-9,3,nt,nt,6,nt,nt
O=S1(=O)N=C(Oc2cccc3ccccc23)c2ccccc21,-7,13,nt,8,-3,-17,0,nt
Cc1nn(C)c(Oc2ccccc2)c1CCNC(=O)CCl,-5,-1,12,nt,nt,7,nt,-3
CO[C@@H]1CC[C@H]2CCOc3ccc(C#N)cc3C(=O)N(C)C[C@H](C)C(=O)N(C)C[C@H]1O2,-8,11,9,-6,3,7,1,nt
C[C@@H]1CN([C@@H](C)CO)S(=O)(=O)c2ccc(C#Cc3cccc(F)c3)cc2O[C@H]1CN(C)C,3,9,nt,-25,4,1,7,-17
C[C@@H]1CCCCO[C@H](CN(C)C(=O)Nc2ccc3c(c2)OCO3)[C@H](C)CN([C@H](C)CO)C(=O)c2cc(NC(=O)c3ccccc3)ccc2O1,-1,-10,-25,nt,-4,-3,-1,0
Cc1ccccc1S(=O)(=O)N1[C@@H](C#N)[C@H](c2ccc(C#CC3CCCC3)cc2)[C@@H]1CO,nt,-19,0,nt,nt,-9,nt,6
CC1(C)OC(C)(C)/C(=C\c2ccc(OCC(N)=O)cc2)C1=O,6,33,1,10,5,-33,3,?
CC(=O)Nc1ccc(S(=O)(=O)NCC(=O)OCC(=O)N2CCCCCC2)cc1,-5,nt,-19,4,-1,0,-1,5
O=C(CN1C(=O)NC2(CCCC2)C1=O)Nc1nc2ccccc2s1,-6,2,-10,18,nt,-10,nt,nt
O=c1c(C(c2nnnn2C2CCCCC2)N2CCCCC2)coc2ccc(Cl)cc12 (stereo not drawn),0,nt,9,nt,-1,nt,3,-2
COc1cccc(C(=O)N2C[C@H]3[C@@H](c4ccccc42)[C@@H](CO)N3Cc2cccnc2)c1,6,-11,4,16,0,3,-1,5
O=[N+]([O-])c1cc2c(cc1CN1CCN(c3ccccc3F)CC1)OCO2,14,-12,-3,1,3,7,2,-3
COc1cccc(-c2sc3ccc(OC)cc3c2C#CCCO)c1,0,2,6,-16,6,-14,-2,-18
